Screening results as filed in PubChem BioAssay.
NCI-60 one-dose screen, 48 h, at 10 µM unless noted. Numbers give growth in % (100 = growth as untreated, 0 = no growth, -100 = all killed).
OVCAR-4 – OVCAR-4 ovarian cancer cells; 80,000 compounds, 3.7% hits
DU-145 – DU-145 prostate cancer | 81,000 compounds, 4.2% hits | AID 1794760
SK-OV-3 – SK-OV-3 ovarian cancer cells; AID 1794785; 80,000 compounds, 3.2% hits
SF-295 – SF-295 CNS cancer cells; 79,000 compounds, 5.6% hits
PC-3 – PC-3 prostate cancer cells; 80,000 compounds, 3.9% hits; AID 1794754
OVCAR-5 – OVCAR-5 ovarian cancer | 82,000 compounds, 2.9% hits
OVCAR-3 – OVCAR-3 ovarian cancer | 79,000 compounds, 7% hits | AID 1794787
OVCAR-8 – OVCAR-8 ovarian cancer. 81,000 compounds, 4.4% hits. AID 1794782
U251 – U251 CNS tumor cells; 80,000 compounds, 5.4% hits
Starred values were filed as active, the others as inactive; / = not tested or not shown; & = joins results of further samples. How the source made its calls: active means growth percent below 10; inactive means the rest.

Every second line gives: OVCAR-8, U251, PC-3, OVCAR-4, OVCAR-3, SF-295, OVCAR-5, DU-145, SK-OV-3
CCN(CC)CCCC(C)N/C(c1cccc(OC)c1)=c1\c(=O)[nH]n(-c2c3ccccc3nc3ccccc23)c(=O)\c1=C(/NC(C)CCCN(CC)CC)c1cccc(OC)c1 (stereo not given)
→ -7.7*, -73.0*, -57.7*, -48.1*, -36.6*, /, 1.4*, -13.5*, -10.1*
COc1ccc(N2CCN(CCC3=C(C)NC4SC(c5ccc(Cl)cc5)=NN4C3=O)CC2)cc1 (stereo not given)
→ 106.4, 97.8, 104.3, 100.7, 106.0, 99.4, 108.2, 106.8, 100.4
C=C1c2c(C)nn(-c3cccc(Cl)c3)c2N(C)C23C[C@H]1C1(C)c4c(C)nn(-c5cccc(Cl)c5)c4N(C)C(C)(C[C@H]12)C3 (stereo not given in full)
→ 104.5, 99.2, 98.5, 99.7, 108.6, 62.3, 98.1, 115.2, 111.1
Cc1ccc2nc3sc(C(=O)Nc4ccc(C(=O)/C=C/c5ccc(Cl)cc5)cc4)cc3cc2c1
→ 99.8, 108.7, 89.2, 103.4, 108.0, 99.0, 100.8, 107.4, 107.5
Cc1cc2nc3c4cc(Cl)ccc4n(CC(=O)O)c3nc2cc1C
→ 93.0, 92.3, 87.9, 92.5, 102.1, 94.5, 108.3, 98.3, 87.8
O=C(NCCc1ccccc1)Nc1ccc2cc3ccc(NC(=O)NCCc4ccccc4)cc3nc2c1
→ 23.8, -26.4*, 19.3, 62.6, 19.2, 0.2*, 50.6, 29.2, 41.4
Cc1ccc(NCC(=O)Cn2cc(COc3ccc(C=Nc4cnc5ccccc5c4)cc3)nn2)cc1C
→ 100.4, 100.7, 109.0, 122.8, 155.6, 105.2, 109.5, 131.7, 103.3
Cc1ccc(-c2ccnc3c(C#N)c(Nc4ccccc4)nn23)cc1
→ 101.5, 101.9, 100.1, 108.7, /, 103.4, 107.4, 107.8, 100.5
c1cnc2c(c1)CN[C@@H](CN(CCCC1CCNCC1)[C@H]1CCCc3cccnc31)C2
→ 90.8, 97.7, 105.0, 117.4, 104.2, 106.9, 116.1, 109.9, 92.2
CC1(C)SC2C(NC(=O)Cc3ccccc3)C(=O)N2C1C(=O)O (stereo not given)
→ 106.2&102.1, 99.1&97.5, 100.2&94.7, 117.0&111.3, 103.5&106.7, 94.5, 110.2&99.3, 100.3&111.3, 117.8&95.4

(listing goes on)
Every second line gives: OVCAR-8, U251, PC-3, OVCAR-4, OVCAR-3, SF-295, OVCAR-5, DU-145, SK-OV-3
COc1ccc(Cc2nn(Cc3nnc(Nc4ccccc4)s3)c(=O)c3c(C)noc23)cc1
→ 89.8, 93.8, 78.0, 76.5, 85.1, 89.3, 106.0, 92.4, 103.1
Oc1ccccc1C=Nc1cccc(C(F)(F)F)c1
→ 96.4, 95.1, 93.6, 97.5, 101.5, 87.7, 96.3, 105.0, 107.1
Cc1nc2ccc(Cl)cn2c1-c1nnc(SCc2cc(F)ccc2F)o1
→ 96.5, 93.4, 98.0, 79.5, 100.0, 101.3, 120.6, 100.4, /
N#C/C(=N\Nc1ccccc1Cl)C(=O)C1CC1
→ 95.2, 90.4, 99.0, 84.4, 101.8, 98.2, 97.4, 100.3, 91.7
Cc1nn2c(-c3nc4ccc(Cl)cc4[nH]3)c(-c3ccc(F)cc3)nc2s1
→ 87.7, 97.6, 78.6, 115.3, 109.7, /, 98.5, 103.8, 106.8
CCOC(=O)CC(C(C)=O)C(=O)Nc1ccccc1 (stereo not given)
→ 99.0, 98.5, 85.8, 106.2, 116.8, 97.6, 111.2, 105.6, 92.4
O=C1OCC2=C1C(c1ccc(Cl)c(Cl)c1)c1cc3c(cc1N2CCO)OCCO3 (stereo not given)
→ 27.7, 18.2, 19.1, 55.7, -53.7*, -12.8*, 34.3, 6.7*, 29.5
COc1ccc(/C=C/C(=O)n2nnnc2-c2ccccc2)cc1
→ 93.6, 102.5, 88.1, 96.6, 112.7, 99.8, 84.4, 113.9, 106.3
O=S(=O)(O)c1cc(Nc2nc(Nc3ccccc3)nc(Nc3ccccc3)n2)ccc1/C=C/c1ccc(Nc2nc(Nc3ccccc3)nc(Nc3ccccc3)n2)cc1S(=O)(=O)O
→ 100.7, 99.6, 76.5, 90.2, 95.1, 103.2, 114.5, 100.4, 83.6
COc1ccc(OC)c(-c2nc(SCC(=O)c3ccc(F)cc3)[nH]c(=O)c2C#N)c1
→ 103.9, 96.7, 97.0, 107.6, 105.5, 97.9, 94.2, 106.4, 85.0

Compound profiles, as listed above:
Shown for `Cc1nn2c(-c3nc4ccc(Cl)cc4[nH]3)c(-c3ccc(F)cc3)nc2s1` : OVCAR-8: 87.7; U251: 97.6; PC-3: 78.6; OVCAR-4: 115.3; OVCAR-3: 109.7; SF-295: /; OVCAR-5: 98.5; DU-145: 103.8; SK-OV-3: 106.8
Shown for `CCOC(=O)CC(C(C)=O)C(=O)Nc1ccccc1` (stereo not given) : OVCAR-8: 99.0; U251: 98.5; PC-3: 85.8; OVCAR-4: 106.2; OVCAR-3: 116.8; SF-295: 97.6; OVCAR-5: 111.2; DU-145: 105.6; SK-OV-3: 92.4

Continued:
Every second line gives: OVCAR-8, U251, PC-3, OVCAR-4, OVCAR-3, SF-295, OVCAR-5, DU-145, SK-OV-3
CC1(C)[C@H]2C[C@]34CCCN3C(=O)[C@@]2(C[C@@]12Nc1ccccc1C2=O)NC4=O
→ 99.7, 97.7, 87.0, 108.3, 109.4, 111.9, 98.8, 107.1, 105.9
O=C(CN1C(=O)S/C(=C\C(Cl)=C\c2ccccc2)C1=O)NCCCn1ccnc1
→ 12.4, 45.6, 45.8, 43.1, 1.1*, 79.8, 80.1, 31.5, 86.0
CCOc1cc(C(C)(C)C)ccc1C1=N[C@H](c2ccc(Cl)cc2)[C@H](c2ccc(Cl)cc2)N1C(=O)N1CCN(CC#Cc2cccc3c2CN([C@@H]2CCC(=O)NC2=O)C3=O)CC1
→ 17.2, 65.8, 0.4*, 26.5, 41.1, 35.1, 76.0, 57.1, 62.4
O=C(CSc1nc(-c2ccccc2)cn1-c1ccc(Cl)cc1)c1ccc([N+](=O)[O-])cc1
→ 94.1, 93.3, 73.2, 92.8, 78.8, 95.4, 95.4, 93.2, 96.6
Cc1nc2sc3c(=O)[nH]c(C(F)(F)F)nc3c2c(C)c1Br
→ 92.0, 96.8, 85.0, 111.0, 101.6, 101.2, 106.4, 112.7, 74.4
CC1(C)C=Cc2cc(/C(N)=N/C(N)=N/c3nc4ccccc4s3)ccc2O1
→ 76.5, 89.8, 34.7, 82.7, 102.5, 81.6, 95.9, 94.9, 124.2
c1ccc(-c2c3c(cn2CCN2CCCCC2)-c2oncc2CC3)cc1
→ 96.9, 92.3, 93.3, 101.3, 109.7, 100.6, 90.0, 115.1, 115.3
Cc1ccc(-n2c(SCC(=O)Nc3ccc(-c4nc5ccc([N+](=O)[O-])cc5[nH]4)cc3)nc3ccccc3c2=O)cc1
→ 87.1, 94.0, 88.6, 98.0, 99.5, 108.9, 113.2, 100.5, 129.4
CS(=O)(=O)c1ccc(C(=O)N2N=C(c3ccc(F)cc3)CC2c2ccccc2)cc1 (stereo not given)
→ 84.6, 83.3, 96.6, 100.3, 101.9, 94.6, 101.7, 104.8, 87.3
NS(=O)(=O)c1ccc(CCn2c(SCC(=O)N/N=C/c3ccc(F)cc3)nc3ccccc3c2=O)cc1
→ 86.0, 88.0, 93.4, 93.0, 97.1, 93.2, 104.2, 92.1, 93.6

Random excerpt: six entries already listed, in no set order.
Every second line gives: OVCAR-8, U251, PC-3, OVCAR-4, OVCAR-3, SF-295, OVCAR-5, DU-145, SK-OV-3
CS(=O)(=O)c1ccc(C(=O)N2N=C(c3ccc(F)cc3)CC2c2ccccc2)cc1 (stereo not given)
→ 84.6, 83.3, 96.6, 100.3, 101.9, 94.6, 101.7, 104.8, 87.3
O=C(CSc1nc(-c2ccccc2)cn1-c1ccc(Cl)cc1)c1ccc([N+](=O)[O-])cc1
→ 94.1, 93.3, 73.2, 92.8, 78.8, 95.4, 95.4, 93.2, 96.6
NS(=O)(=O)c1ccc(CCn2c(SCC(=O)N/N=C/c3ccc(F)cc3)nc3ccccc3c2=O)cc1
→ 86.0, 88.0, 93.4, 93.0, 97.1, 93.2, 104.2, 92.1, 93.6
c1ccc(-c2c3c(cn2CCN2CCCCC2)-c2oncc2CC3)cc1
→ 96.9, 92.3, 93.3, 101.3, 109.7, 100.6, 90.0, 115.1, 115.3
CC1(C)C=Cc2cc(/C(N)=N/C(N)=N/c3nc4ccccc4s3)ccc2O1
→ 76.5, 89.8, 34.7, 82.7, 102.5, 81.6, 95.9, 94.9, 124.2
Cc1ccc(-n2c(SCC(=O)Nc3ccc(-c4nc5ccc([N+](=O)[O-])cc5[nH]4)cc3)nc3ccccc3c2=O)cc1
→ 87.1, 94.0, 88.6, 98.0, 99.5, 108.9, 113.2, 100.5, 129.4

Compounds were not picked by outcome; 11% or so of the library scored in one or more.
